# FBW7 activator: activators of human E3 ligase FBW7; 650,000 compounds, 0.13% hits; normalized activity (activation), % at 26.1 µM; AlphaScreen FBW7–phospho-cyclin E peptide binding, activator screen; AID 1259310; in the data active means normalized activity above about 1.9%;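 further: purified mutant Fbw7 with reduced substrate affinity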
# MITF inh: human MITF inhibition, primary screen; AlphaScreen MITF homodimerization, bead proximity signal; inhibition, % at 2.6 µM; 650,000 compounds, 0.91% hits; AID 1259374; in the data active means inhibition above about 50%;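 further: 0% = vehicle wells with protein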
# Target sequence (O75030 whole entry, looked up): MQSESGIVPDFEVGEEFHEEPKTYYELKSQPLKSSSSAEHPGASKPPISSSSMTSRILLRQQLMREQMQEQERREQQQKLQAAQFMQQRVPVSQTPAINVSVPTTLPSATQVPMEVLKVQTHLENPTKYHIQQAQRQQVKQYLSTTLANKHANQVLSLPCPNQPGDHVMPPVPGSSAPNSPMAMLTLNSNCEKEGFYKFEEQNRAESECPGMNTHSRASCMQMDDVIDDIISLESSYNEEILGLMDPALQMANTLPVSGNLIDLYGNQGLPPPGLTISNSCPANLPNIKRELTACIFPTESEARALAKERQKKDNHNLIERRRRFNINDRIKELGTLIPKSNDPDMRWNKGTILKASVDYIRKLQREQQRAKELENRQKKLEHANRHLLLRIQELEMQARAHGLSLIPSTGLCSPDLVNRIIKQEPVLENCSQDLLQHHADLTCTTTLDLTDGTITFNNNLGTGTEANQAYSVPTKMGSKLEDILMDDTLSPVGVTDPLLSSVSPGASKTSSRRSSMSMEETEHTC
# GPR151 activ: activates the human receptor GPR151. PathHunter beta-arrestin GPR151 cells, luminescence. activation, % at 11.2 µM. 650,000 compounds, 1% hits. AID 1508602; in the data active means activation above about 4.9%;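 further: 0% = median of compound wells and 100% = cells with positive control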
# Target sequence (Q8TDV0 whole entry, looked up): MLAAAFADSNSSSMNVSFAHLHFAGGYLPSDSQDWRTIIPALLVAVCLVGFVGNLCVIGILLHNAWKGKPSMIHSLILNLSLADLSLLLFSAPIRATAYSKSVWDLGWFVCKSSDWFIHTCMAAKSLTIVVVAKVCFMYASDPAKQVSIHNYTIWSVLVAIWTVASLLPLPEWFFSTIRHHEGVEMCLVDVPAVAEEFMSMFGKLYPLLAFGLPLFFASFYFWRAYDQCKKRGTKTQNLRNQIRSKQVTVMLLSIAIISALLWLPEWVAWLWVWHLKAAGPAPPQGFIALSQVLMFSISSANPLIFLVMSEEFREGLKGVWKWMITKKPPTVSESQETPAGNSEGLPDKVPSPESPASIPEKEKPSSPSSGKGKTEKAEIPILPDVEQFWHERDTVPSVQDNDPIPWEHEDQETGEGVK
# TEAD-YAP block: TEAD-YAP interaction inhibition; inhibition, % at 9.12 µM; AID 1259422; HEK-TIYL cells, TEAD-Gal4/YAP UAS-luciferase luminescence; 640,000 compounds, 1.4% hits; in the data active means inhibition above about 32%;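 further: 0% = median of test compound wells and 100% = reference inhibitor wells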
# An asterisk follows results filed as active.
[1] CC(/C=C1\N=C(c2cccc(I)c2)OC1=O)=C\c1ccccc1
[2] COc1ccc(C(=O)N2CCN(Cc3cc(OC)c(OC)cc3OC)CC2)cc1
[3] COc1cccc(CNC(=O)CCNS(=O)(=O)c2ccc3c(c2)oc(=O)n3C)c1
[4] COC(=O)C1=C(C)N(c2ccc(OC)c(OC)c2)C(=O)/C1=C\c1cc(OC)ccc1OC
[5] COc1cccc(CNCc2ccc(C(=O)O)cc2)c1OC
[6] CCN1CC(CNC2CCN(c3cccc(NC(=O)CC4CCCC4)c3)CC2)CC1=O (stereo not drawn)
[7] CCOC(=O)c1sc(NC(=O)/C=C/c2cccc(Cl)c2)nc1C
[8] CCOc1ccccc1-c1oc2ccc(C)cc2c(=O)c1O

compound no.,1,2,3,4,5,6,7,8
FBW7 activator,0.1,-0.3,0.4,0.0,0.2,-0.2,0.0,0.1
MITF inh,-1,-8,11,15,23,-1,4,17
GPR151 activ,0.1,-1.5,-0.8,-0.2,0.1,0.0,-0.7,-0.1
TEAD-YAP block,0,0,7,5,9,-9,-2,-29

[9] O=C(O)C(=O)/C(=C\c1ccccc1)c1ccc2ccccc2n1
[10] C/C(=N\n1cnnc1)c1ccc2ccccc2c1
[11] COc1ccc(OCCC(=O)OCC(=O)NCc2ccco2)cc1
[12] COc1cc(C(=O)Nc2ccc(N3CCCCC3)c(Cl)c2)ccc1OCc1ccc(Cl)cc1
[13] O=C(Nc1nnc(CCc2ccccc2)s1)c1cccc(Cl)c1
[14] COc1ccc(NC(=O)CN(c2ccc(OC)c(Cl)c2)S(C)(=O)=O)c(OC)c1
[15] CCOC(=O)c1c(NC(=O)C(C)Sc2nnc(CNC(=O)c3ccco3)n2Cc2ccccc2)sc2c1CCCCC2 (stereo not drawn)
[16] CCN(CC)S(=O)(=O)c1ccc(NS(=O)(=O)c2ccc(OC)c([N+](=O)[O-])c2)cc1

compound no.,9,10,11,12,13,14,15,16
FBW7 activator,0.5,-0.1,-0.1,-0.4,-0.3,0.0,-0.1,0.0
MITF inh,21,-9,11,7,13,2,3,-2
GPR151 activ,-2.4,1.2,-0.3,0.0,-0.1,2.1,-0.7,-0.2
TEAD-YAP block,-22,1,-3,6,-5,-4,-4,-4

[17] O=C(CN1C(=O)c2cccc3cccc(c23)C1=O)Nc1ccc2c(c1)OCO2
[18] Cc1cc(C)cc(OCCCCNC(C)(C)C)c1
[19] COc1ccc(Nc2nc(-c3ccccc3)c(C(=O)Nc3cccnc3)s2)cc1
[20] COc1ccc2nc(NC(=O)c3c(-c4ccccc4)noc3C)sc2c1
[21] CCOc1cccc(NC(=O)c2ccc(S(=O)(=O)N(C)C)cc2)c1
[22] COCCCNC(=O)Cn1c(=O)oc2cc(S(=O)(=O)N3CC(C)CC(C)C3)ccc21 (stereo not drawn)
[23] Cc1nc2ccccc2n1CC(=O)O
[24] COc1ccc(NC(=O)Cc2ccc(NC3=NC4CS(=O)(=O)CC4S3)cc2)cc1 (stereo not drawn)

compound no.,17,18,19,20,21,22,23,24
FBW7 activator,-0.1,-0.1,0.1,-0.1,0.4,-0.1,-0.3,-0.1
MITF inh,8,1,7,-10,-3,5,-6,-3
GPR151 activ,0.0,3.5,-0.6,0.1,-0.2,2.5,2.0,1.6
TEAD-YAP block,12,0,-20,14,-3,12,-7,-1

[25] COc1ccccc1/C=C1\SC(N2CCCC2)=NC1=O
[26] Cc1ccc(NC(=O)Nc2ccc(Cl)cc2C#N)cc1S(=O)(=O)N1CCCCC1
[27] Cc1cc(O)c(C(c2cccnc2)N2CCC(C)CC2)c(=O)n1Cc1ccco1 (stereo not drawn)
[28] COC(=O)c1ccc(CC2(c3sccc3C)C(=O)Nc3cc(F)ccc32)o1 (stereo not drawn)
[29] OCCC1CN(Cc2cccn2-c2ncccn2)CCN1C1CCCC1 (stereo not drawn)
[30] O=C(OCN1C(=O)c2ccccc2C1=O)c1ccc(-c2ccc([N+](=O)[O-])cc2)o1
[31] CCOc1ccc(C(CC(=O)O)NC(=O)C(C)Oc2ccccc2)cc1 (stereo not drawn)
[32] CCN1CCN(C(=O)c2ccc(CS(=O)(=O)c3ccccc3OC)o2)CC1

compound no.,25,26,27,28,29,30,31,32
FBW7 activator,0.0,-0.1,0.4,0.2,-0.2,-0.1,0.1,-0.1
MITF inh,10,8,20,1,1,-1,-15,-5
GPR151 activ,3.2,2.7,-1.0,0.0,-0.8,-0.9,-0.4,0.2
TEAD-YAP block,2,0,4,3,-2,0,4,18

[33] COc1ccc(CN2C(=S)N(C)C(=O)C2CC(=O)Nc2ccccc2)cc1 (stereo not drawn)
[34] Cc1c(Cl)cccc1NC(=O)CCN1CCN(c2ccccc2)CC1
[35] CC(C)C(NC(=O)C12CC3CC(CC(C3)C1)C2)C(=O)Nc1ccccc1 (stereo not drawn)
[36] COc1ccc(Cl)cc1C(=O)NCc1nc(-c2ccc(C)cc2)no1
[37] COc1ccc(NC(=O)c2cccc(N3C(=O)C4CCCCC4C3=O)c2)c(OC)c1 (stereo not drawn)
[38] O=C(CN1CCC(NC(=O)c2cccc(F)c2)CC1)NCc1ccccc1F
[39] O=C(CCc1nnc(CCCc2ccccc2)o1)NCCc1c[nH]c2ccccc12
[40] COc1ccc(C(=O)Nn2c(SCC(=O)c3ccc(F)cc3)nc3ccccc3c2=O)cc1

compound no.,33,34,35,36,37,38,39,40
FBW7 activator,-0.1,0.4,0.1,0.0,0.0,-0.1,0.1,0.1
MITF inh,-9,-103,12,-10,2,-6,8,11
GPR151 activ,-0.4,1.8,0.8,-0.2,0.2,0.3,-1.2,0.0
TEAD-YAP block,0,6,10,-1,3,15,12,46*

# Reformatted with each value named: part of the list above
40: COc1ccc(C(=O)Nn2c(SCC(=O)c3ccc(F)cc3)nc3ccccc3c2=O)cc1
- FBW7 activator: 0.1
- MITF inh: 11
- GPR151 activ: 0.0
- TEAD-YAP block: 46*
34: Cc1c(Cl)cccc1NC(=O)CCN1CCN(c2ccccc2)CC1
- FBW7 activator: 0.4
- MITF inh: -103
- GPR151 activ: 1.8
- TEAD-YAP block: 6

# Following part.
[41] Nc1nnc(SCc2cc(Cl)ccc2Cl)s1
[42] CCOc1ccccc1NC(=O)c1c(NC(=O)c2cccc(F)c2)sc2c1CCC(C)C2 (stereo not drawn)
[43] CCOC(=O)c1c(NC(=O)c2cccc3ccccc23)sc2c1CCC2
[44] COc1cccc(NC(=O)CCS(=O)(=O)c2ccc(Br)cc2)c1
[45] Cn1c(=O)cc(SCC(=O)NCCc2ccc(Cl)cc2)c2ccccc21
[46] Cc1c(C(N)=O)c(N)c(C(=O)c2ccccc2)n1-c1ccccc1
[47] CC1(c2cccs2)CC(c2cccs2)=C(C#N)C(=O)N1 (stereo not drawn)
[48] c1coc(-c2nc3cnccn3c2NC2CCCCC2)c1

compound no.,41,42,43,44,45,46,47,48
FBW7 activator,0.2,0.0,0.5,0.1,-0.1,0.0,-0.4,0.1
MITF inh,8,1,11,6,-4,28,-12,1
GPR151 activ,1.4,1.8,-0.6,1.1,-0.1,0.9,0.3,2.9
TEAD-YAP block,-2,8,5,0,4,4,1,8

[49] COc1ccc2ccccc2c1CN1CCN(CC(C)(C)C)C(CCO)C1 (stereo not drawn)
[50] CCOC(=O)c1nnn(C(CC)C(=O)Nc2ccc(OC)cc2)c1C(=O)OCC (stereo not drawn)
[51] CCc1cc(=O)[nH]c(SCC(=O)NC(C)C)n1
[52] O=[N+]([O-])c1ccc(Nc2ccc3c(c2)OCO3)c2nonc12
[53] COc1ccc2nc(C)cc(N3CCN(S(=O)(=O)c4ccccc4F)CC3)c2c1
[54] CCOc1ccccc1N(C)C(=O)CCc1nc(-c2ccc(C)cc2)no1
[55] c1cc2c(cc1Nc1nc(-c3ccc4c(c3)OCO4)cs1)OCCO2
[56] O=C(Nc1cc(Cl)cc(Cl)c1)c1nc2ncccn2n1

compound no.,49,50,51,52,53,54,55,56
FBW7 activator,0.5,-0.1,0.5,-0.7,-0.1,-0.1,0.2,0.7
MITF inh,11,7,16,24,-10,9,15,15
GPR151 activ,7.7*,0.4,-0.1,-0.7,2.6,-0.6,-1.9,-0.6
TEAD-YAP block,-3,5,3,2,7,-11,-50,2

[57] COc1cccc(/C=C2\C=C(c3ccc(C)cc3)OC2=O)c1OC(C)=O
[58] CCC(CC)NC(=O)CSc1nnc(Nc2cccc(C)c2)s1
[59] O=C(CSc1nc2sc3c(c2c(=O)n1-c1ccccc1)CCC3)Nc1ccccc1F
[60] CCOc1ccc(-c2nnc(-c3cccnc3)n2-c2ccc(OC)cc2)cc1
[61] O=C(CN1CCN(c2ccc(Cl)cc2)CC1)Nc1ccccc1F
[62] Cc1ccc(CC2CC(=O)N(c3ccc(C)cc3)C2=O)cc1 (stereo not drawn)
[63] CCOC(=O)c1cccc(NC(=O)c2ccc(CS(=O)c3ccc(Cl)cc3)o2)c1 (stereo not drawn)
[64] CCC(C)NS(=O)(=O)c1ccc2c(c1)CC(=O)N2 (stereo not drawn)

compound no.,57,58,59,60,61,62,63,64
FBW7 activator,0.0,0.0,-0.2,-0.1,-0.2,0.1,-0.2,0.3
MITF inh,2,5,1,-6,-2,-5,-2,9
GPR151 activ,1.0,-0.3,-1.1,-0.5,-0.6,2.3,-1.1,0.2
TEAD-YAP block,-19,7,1,-5,-7,1,7,-6

# Screen by screen, quoted from above.
# Compounds 57–64 in GPR151 activ: 1.0, -0.3, -1.1, -0.5, -0.6, 2.3, -1.1, 0.2
# Compounds 57–64 in TEAD-YAP block: -19, 7, 1, -5, -7, 1, 7, -6

# Continued.
[65] CC(=O)NC1(C)C2CC3CC(C2)CC1C3 (stereo not drawn)
[66] COc1ccc(NC(=O)C2CC(=O)NC(=Nc3ccc(C)cc3)S2)c(OC)c1 (stereo not drawn)
[67] Cc1nnc(N(C)C(=O)c2ccncc2)s1
[68] Cn1cnn(CN2CCN(c3ccc(F)cc3)CC2)c1=S
[69] O=C(c1cccc(Cl)c1)N1N=C(C(F)F)CC1(O)C(F)F (stereo not drawn)
[70] CCOC(=O)c1c(NC(C)=O)c2ccccc2n1CC(C)=O
[71] CSc1ccccc1NC(=O)c1ccc(N2CC3CC(C2)c2cccc(=O)n2C3)c(NC(=O)c2ccccc2Br)c1 (stereo not drawn)
[72] CC(=O)/C=C(\C)N1N=C(c2ccccc2)CC1c1cccc([N+](=O)[O-])c1 (stereo not drawn)

compound no.,65,66,67,68,69,70,71,72
FBW7 activator,0.5,-0.3,-0.2,0.2,-0.5,0.2,0.0,-0.2
MITF inh,8,-1,-11,-23,-3,10,11,-26
GPR151 activ,-0.5,0.5,0.6,0.5,0.1,0.3,1.6,-0.2
TEAD-YAP block,0,-6,8,-4,-11,-11,-4,-48

[73] CC(CCc1ccccc1)NC(=O)CSc1ncnc2sccc12 (stereo not drawn)
[74] COc1cc(Nc2ncc(C(=O)NCCOc3ccccc3)s2)cc(OC)c1OC
[75] CC(C)CNC(=O)CCc1nc(-c2ccccc2Cl)no1
[76] O=c1ccc(-c2ccc([N+](=O)[O-])cc2)no1
[77] CCCCOC(=O)c1ccc(NC(=O)c2c(-c3ccccc3Cl)noc2C)cc1
[78] CCOC(=O)Cn1c(=O)oc2cc(S(=O)(=O)NC(C)CC)ccc21 (stereo not drawn)
[79] COc1ccc2[nH]c3c(=O)n(CCCCC(=O)NCC4CCCO4)c(=S)[nH]c3c2c1 (stereo not drawn)
[80] O=C(CCc1nc2ccccc2s1)OCC(=O)c1ccc(F)cc1

compound no.,73,74,75,76,77,78,79,80
FBW7 activator,0.0,0.2,0.3,0.1,0.1,0.0,0.4,0.0
MITF inh,0,7,2,-6,12,0,8,6
GPR151 activ,1.1,0.2,-0.7,-0.4,-0.8,0.1,0.4,-0.1
TEAD-YAP block,-2,-1,3,-14,4,2,-3,2

[81] CCSc1nnc(NC(=O)CCN2C(=O)C3CCCCC3C2=O)s1 (stereo not drawn)
[82] Cn1c(=O)c2nc(N/N=C/c3ccco3)cnc2n(C)c1=O
[83] COc1ccc(C2=NS(=O)(=O)N(C)C(C(=O)NCC34CC5CC(CC(C5)C3)C4)=C2)cc1
[84] CC(C)(C)NC(=O)COc1ccc(S(=O)(=O)N2CCOCC2)cc1
[85] Cc1oc2cc(O)ccc2c(=O)c1-c1ccccc1Cl
[86] Cc1[nH]n(-c2ccccc2)c(=O)c1/C=N/NC(=O)CNc1ccc2ccccc2c1
[87] C=CCOC(=O)/C(=C/c1ccc(OC)cc1)NC(=O)c1ccc(C)cc1
[88] COCCn1nnnc1CN1CCn2cc(C(F)(F)F)nc2C1

compound no.,81,82,83,84,85,86,87,88
FBW7 activator,0.4,-0.1,0.0,0.1,-0.1,-0.3,0.2,-0.3
MITF inh,12,3,3,8,0,17,-5,-6
GPR151 activ,-1.8,1.0,-0.6,0.2,-0.8,0.5,0.4,3.4
TEAD-YAP block,-15,5,-3,1,-3,2,-46,2

[89] COC(=O)c1sc(=S)n(-c2ccc3c(c2)OCO3)c1N
[90] Nc1cccc(S(=O)(=O)N2CCCCCC2)c1
[91] CC(CC(=O)Nc1cc(Cl)ccc1N1CCOCC1)c1ccccc1 (stereo not drawn)
[92] Cc1cc2cc3c(cc2n2c(=O)n(CC(=O)N4CCCCC4C)nc12)OCO3 (stereo not drawn)
[93] OCCCNc1ncnc2sc3c(c12)CCC3

compound no.,89,90,91,92,93
FBW7 activator,0.0,0.2,0.1,-0.4,-0.1
MITF inh,2,14,7,-2,12
GPR151 activ,0.7,-0.2,0.3,1.8,-2.0
TEAD-YAP block,2,3,-4,-3,1
